# Assay outcomes: PubChem, National Center for Advancing Translational Sciences (NCATS)
# TrxR1 substrate = is turned over as a substrate by rat TrxR1; hit rate 0.01% among 390,000; Potency, µM (titrated, usually from 114 µM), for the others: top-dose activity change, negative = substrate turnover; O89049; purified TrxR1 substrate turnover, NADPH consumption readout; also: potency is read from the fitted curve at half-maximal effect; % is scaled to controls: 0 for no effect and ±100 for the full control effect; nearly all actives have a fitted effect of over 50% in size
#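 Rat TrxR1, dispensed at 90 nM, was prereduced with 400 uM NADPH (final) for 5 min at ~22 deg C, then incubated with compound 15 min before 400 uM selenite. A first-read NADPH fluorescence drop versus no-compound background flagged substrates.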
# IDH1 R132H inh = human IDH1 R132H inhibition; IDH1-R132H enzyme, NADPH consumption, diaphorase/resazurin fluorescence; Potency, µM (series often up to 76.6 µM), inactives show at the highest dose activity change, negative = inhibition, most hits filed as inhibitors; AID 602179; hit rate 0.093% among 390,000; also: potency is read from the fitted curve at half-maximal effect; % is scaled to controls: 0 for no effect and ±100 for the full control effect; nearly all actives have a fitted effect of over 65% in size
#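 IDH1-R132H (0.5 ug/mL dispensed) in pH 7.5 Tris buffer was preincubated 30 min with compound, then given a substrate mix of 0.016 mM NADPH and 2 mM alpha-KG for 80 min at room temperature; remaining NADPH was read by diaphorase/resazurin fluorescence.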
# Pin1 inhibitor = human Pin1 inhibition | Q13526 | hit rate 0.009% among 390,000 | Potency, µM (highest dose often 115 µM), for the others: at the highest dose activity, negative = inhibition, actives largely listed as inhibitors | Pin1 FP peptide displacement, HiFluor488, 10 min | AID 504891; active = well fitted inhibition curve with a large enough effect in the polarisation, with a control signal flat, not every such curve was filed as active; inconclusive = small, poorly fitted or top-dose-only effect, or effect the other way, or a change in a side signal; inactive = no such curve, though single readings can be large or run the other way; the % refers to the polarisation; also: potency is read from the fitted curve at half-maximal effect; % is scaled to controls: 0 for no effect and ±100 for the full control effect
# Target sequence (Q13526 whole entry, looked up): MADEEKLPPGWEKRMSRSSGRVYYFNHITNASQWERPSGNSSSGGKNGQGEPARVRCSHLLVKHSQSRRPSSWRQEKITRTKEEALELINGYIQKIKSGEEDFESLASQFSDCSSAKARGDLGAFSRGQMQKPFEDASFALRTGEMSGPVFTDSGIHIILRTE
# PI4K2A inh = inhibitors of human PI4K2A | purified PI4K2A, ADP-Glo luminescence, 1 h; stronger effect = lower value | activity change, negative = inhibition, % at 76.9 µM | hit rate 0.13% among 420,000 | AID 1346378; in the data active = activity change below about -50%; inconclusive = mostly about -30% to -49%;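 also: -100% = wells without enzyme as full effect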
#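 In this quantitative HTS, ADP production by PI4K2A was quantified luminescently after 1 h at ambient temperature; 100 microM adenosine served as plate-quality control.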
# GLS inhibitor = blocks human kidney-isoform glutaminase activity; O94925; GLS enzymatic activity, qHTS titration; Potency, µM (doses to about 45.5 µM), without a hit: at the top dose activity change, negative = inhibition, hits mostly inhibitors; hit rate 0.21% among 410,000; AID 624170; also: potency is read from the fitted curve at half-maximal effect; % is scaled to controls: 0 for no effect and ±100 for the full control effect
# Target sequence (O94925 whole entry, looked up, canonical isoform): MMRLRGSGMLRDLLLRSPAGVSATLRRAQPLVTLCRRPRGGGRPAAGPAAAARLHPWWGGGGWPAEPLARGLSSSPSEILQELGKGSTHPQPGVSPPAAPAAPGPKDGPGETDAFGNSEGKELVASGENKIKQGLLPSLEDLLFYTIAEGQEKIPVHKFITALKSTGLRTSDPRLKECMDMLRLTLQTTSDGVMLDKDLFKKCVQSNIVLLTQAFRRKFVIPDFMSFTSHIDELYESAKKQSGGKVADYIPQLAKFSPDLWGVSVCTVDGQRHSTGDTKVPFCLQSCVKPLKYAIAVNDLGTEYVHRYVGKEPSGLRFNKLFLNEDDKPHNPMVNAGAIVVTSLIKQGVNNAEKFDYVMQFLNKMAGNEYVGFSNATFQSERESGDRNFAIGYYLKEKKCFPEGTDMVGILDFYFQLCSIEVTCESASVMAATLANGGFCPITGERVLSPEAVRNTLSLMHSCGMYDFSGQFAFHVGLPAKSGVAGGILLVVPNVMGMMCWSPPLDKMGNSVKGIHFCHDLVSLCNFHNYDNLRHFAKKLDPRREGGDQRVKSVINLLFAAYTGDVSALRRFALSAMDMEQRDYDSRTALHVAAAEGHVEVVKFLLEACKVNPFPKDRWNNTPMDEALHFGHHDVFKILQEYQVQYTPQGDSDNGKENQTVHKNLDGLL
#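 Enzyme dispensed in phosphate buffer (45 mM, pH 8.2, 0.02% Tween-20), compounds pinned in, then 1 mM L-glutamine solution and the glutamate oxidase–HRP–Amplex Red mix added; fluorescence read immediately and again after 30 min at room temperature.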
# HP1b binding inh = HP1-beta chromodomain-methylated histone interaction inhibition | AlphaScreen HP1-beta / biotin-H3K9me3 peptide binding | P83916 | hit rate 0.56% among 390,000 | Potency, µM (titrated, usually from 114 µM), without a hit: at the highest dose activity change, negative = inhibition, actives largely listed as inhibitors; also: potency is read from the fitted curve at half-maximal effect; nearly all actives have a fitted effect of over 70% in size; inactives centre near 23
# Target sequence (P83916 whole entry, looked up): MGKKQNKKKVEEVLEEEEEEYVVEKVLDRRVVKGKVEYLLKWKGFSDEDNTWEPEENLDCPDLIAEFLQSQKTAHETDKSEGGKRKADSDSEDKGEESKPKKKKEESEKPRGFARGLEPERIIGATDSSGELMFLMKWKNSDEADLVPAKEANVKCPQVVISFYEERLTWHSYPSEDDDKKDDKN
#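 HP1-beta protein (50 nM final) preincubated 30 min at room temperature with biotinylated H3(1-18)K9me3 peptide (50 nM) in PBS pH 7.4, 0.01% Tween-20, then compound added for 30 min. AlphaScreen streptavidin donor/nickel chelate acceptor beads (10 ug/mL final), 30 min dark, luminescence read.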
# TrxR1 inh = rat TrxR1 inhibition | O89049 | recombinant rTrxR1, NADPH fluorescence consumption, selenite substrate | Potency, µM (series often up to 114 µM), for the others: at the highest dose activity change, negative = inhibition, hits mostly inhibitors | hit rate 1% among 390,000; also: potency is read from the fitted curve at half-maximal effect; % is scaled to controls: 0 for no effect and ±100 for the full control effect; nearly all actives have a fitted effect of over 65% in size
#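 Rat TrxR1 (90 nM in the dispensed reagent) was pre-reduced with 400 uM NADPH for 5 min at room temperature, then incubated with compound for 15 min. After 400 uM selenite was added, NADPH fluorescence (Ex 340/Em 450 nm) was followed for 8 min.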
# PGK inhibitor = blocks T. brucei phosphoglycerate kinase. P07378. hit rate 0.043% among 380,000. Potency, µM (top dose mostly 57.5 µM), for inactives: at the highest dose activity change, negative = inhibition, actives largely listed as inhibitors. PGK/GAPDH coupled, Kinase-Glo luminescence, 60 min; also: potency is read from the fitted curve at half-maximal effect; % is scaled to controls: 0 for no effect and ±100 for the full control effect; nearly all actives have a fitted effect of over 60% in size
#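 Luminescent ATP detection (Kinase-Glo Plus) follows a 60-minute room-temperature incubation, with wells lacking PGK as controls. Buffer: 100 mM TEA (pH 7.6), 5 mM MgCl2, 0.01% Tween-20. Coupling enzyme GAPDH (100 nM final) supplies unstable 1,3-BPG in-well.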
# USP1 inh = inhibitors of human USP1/UAF1 deubiquitinase. O94782. recombinant USP1/UAF1, Ub-Rhodamine cleavage fluorescence. Potency, µM (titrated, usually from 57.1 µM), for inactives: at the highest dose activity change, negative = inhibition, most hits filed as inhibitors. hit rate 0.23% among 390,000; also: potency is read from the fitted curve at half-maximal effect; % is scaled to controls: 0 for no effect and ±100 for the full control effect; nearly all actives have a fitted effect of over 60% in size; inactives centre near -12
#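 USP1/UAF1 complex at 1 nM was preincubated with compound for 15 min at room temperature, then Ub-Rho substrate (150nM final) was added. Fluorescence (480/540 nm) was read kinetically, 6 reads every 60 seconds.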
# The depositor's hits bear a star; i = inactive; ? = inconclusive; · = no result given; [ ] = remark or other dose. Unless noted, calls follow the shape of the dose curve; as a rule, active = well fitted curve in the direction sought with a large enough effect; inconclusive = small, poorly fitted or top-dose-only effect, or another doubt; inactive = no such curve, though single readings can be large; an effect the other way counts as inactive or inconclusive. A portion of the library (hit frequency here may not be typical).
TrxR1 substrate	IDH1 R132H inh	Pin1 inhibitor	PI4K2A inh	smiles	GLS inhibitor	HP1b binding inh	TrxR1 inh	PGK inhibitor	USP1 inh
1%[57.1 µM]	-24%	5%	3	Cc1nn(-c2ccc(N3CCOCC3)nn2)c(C)c1CCC(=O)NCc1ccc(Cl)cc1	0%	9%	9%[57.1 µM]	7%	-5%
-5%	5%	3%	-1	Cc1c(-c2n[nH]c(=S)n2-c2ccc(C(F)(F)F)cc2)nnn1-c1ccccc1	20%	-6%	?	-1%	1%
0%	-16%	8%	2	Cc1ccc2nc(NC(=O)CSCC(=O)Nc3cc(C)on3)sc2c1	4%	21%	15%	-2%	1%
-6%	11%	1%	6	COc1ccc(N2CCN(C(=O)Cn3cnc4sc(C)c(S(=O)(=O)N5CCCCC5)c4c3=O)CC2)cc1	63%[activator]	18%	3%	i	-16%
-6%	-2%	-10%	0	COc1ccc(O)c(C(=O)c2cnc3onc(C(C)C)c3c2)c1	11%	?	7%	-2%	-4%
-12%	4%	-8%	2	O=C(COC(=O)c1ccncc1)Nc1ccc2c(c1)OCO2	1%	9%	13%[57.1 µM]	-12%	-7%
-9%	-2%	1%	7	O=C(O)c1ccc([N+](=O)[O-])c(CS(=O)(=O)c2ccccc2)c1	-14%	27%	-23%[57.1 µM]	2%	3%
7%[57.1 µM]	-1%	-9%	65	O=C(NCCc1ccccc1)N1CCCC(CNS(=O)(=O)Cc2ccccc2)C1 (centres undefined)	5%	18%	5%[57.1 µM]	1%	-10%
4%	0%	-7%	-2	OC[C@@H](O)[C@@H](O)CO	0%	15%	9%	-7%	7%
-18%[57.1 µM]	8%	-6%	-2	Cc1onc(-c2ccccc2)c1C(=O)c1ccccc1	-13%	64%[activator]	17%[57.1 µM]	-16%	-8%
0%	22%	9%	0	COCc1cc(C)nc2sc3c(c12)NC(c1ccc(O)cc1)N(c1ccc(OC)cc1)C3=O (centres undefined)	5%	50%[activator]	17%	2%	-19%
58%[activator]	-8%	-3%	-1	CN(C)c1ccc(/C=C/c2nc(-c3ccccc3O)n(-c3ccccc3)n2)cc1	28%	2%	45%[activator]	12%	-20%
-2%	8%	4%	-2	O=C(COC(=O)c1ccccc1)Nc1ccc(Cl)cn1	8%	19%	9%	-1%	-4%
-11%	0%	·	1	CSc1ccc(C=NNc2ccc(S(=O)(=O)Nc3ccccc3C(=O)O)cc2[N+](=O)[O-])cc1	-14%	20µM*	7%[57.1 µM]	?	-11%
12%[57.1 µM]	-25%	?	-5	CCCCn1c(-c2cccc(C)c2)nc2cc3[nH]c(=O)c(C(C)C)nc3cc21	2%	52%[activator]	2%[57.1 µM]	i	-31%
5%	2%	-1%	4	CCOc1ccccc1N1CCN(C(=O)c2cc3ccccc3cc2OC)CC1	5%	-1%	6%	5%	-17%
8%	8%	-6%	-9	NC(=O)c1cc(N2C(=O)C3CC=CCC3C2=O)ccc1N1CCCCC1 (centres undefined)	-4%	13%	16%	-2%	-11%
3%	7%	-3%	2	COCCOc1ccc(C(F)(F)F)cc1NC(=O)COC(=O)C1=COCCO1	-13%	15%	24%	-6%	0%
6%	3%	35%[activator]	1	CCOc1ccccc1-c1cc(C(=O)N/N=C/c2ccc3c(c2)OCO3)c2ccccc2n1	-5%	15%	4%	-3%	-21%
-7%	5%	6%	-2	O=C(Nc1cccc(C(F)(F)F)c1)N1CCN(C(=O)Nc2cccc(C(F)(F)F)c2)CC1	-5%	19%	14%[57.1 µM]	i	-4%
8%[57.1 µM]	2%	-6%	0	CCOc1ccc(N(CC(=O)NC2CCCCC2)C(=O)CCC(=O)Nc2ccccn2)cc1	-3%	13%	32%[57.1 µM]	1%	-5%
5%[57.1 µM]	0%	3%	1	O=C(NCCc1nc(-c2ccccc2Cl)no1)c1ccccc1	3%	10%	3%[57.1 µM]	-3%	-4%
-6%	0%	3%	-3	O=C(NC12CC3CC(CC(C3)C1)C2)C1CCCN1C(=O)NC1CCCCC1 (centres undefined)	0%	17%	-9%	-6%	-17%
3%[11.4 µM]	-3%	-9%	7	CC(C)COC(=O)n1c(=O)oc2cc(S(=O)(=O)N3CCCCC3)ccc21	10%	16%	6%[11.4 µM]	1%	-12%

# One compound at a time, from the list above. Order of screens: TrxR1 substrate | IDH1 R132H inh | Pin1 inhibitor | PI4K2A inh | GLS inhibitor | HP1b binding inh | TrxR1 inh | PGK inhibitor | USP1 inh
# Shown for CCOc1ccc(N(CC(=O)NC2CCCCC2)C(=O)CCC(=O)Nc2ccccn2)cc1 = 8%[57.1 µM] | 2% | -6% | 0 | -3% | 13% | 32%[57.1 µM] | 1% | -5%
# Shown for CCOc1ccccc1-c1cc(C(=O)N/N=C/c2ccc3c(c2)OCO3)c2ccccc2n1 = 6% | 3% | 35%[activator] | 1 | -5% | 15% | 4% | -3% | -21%

# Later entries.
TrxR1 substrate	IDH1 R132H inh	Pin1 inhibitor	PI4K2A inh	smiles	GLS inhibitor	HP1b binding inh	TrxR1 inh	PGK inhibitor	USP1 inh
0%[57.1 µM]	0%	?	-3	Cc1cc(C(=O)N2CCN(c3cc(Cl)ccc3C)CC2)on1	0%	53%[activator]	6%[57.1 µM]	3%	-26%
5%	3%	3%	2	Cc1ccc(C(=O)NNC(=S)NCC2CCCO2)cc1[N+](=O)[O-] (centres undefined)	22%	48%[activator]	1%	3%	-7%
0%	5%	-1%	1	C=CCN(CC=C)C(=S)NC(=O)c1ccc(OC)c(Br)c1	-4%	-3%	-22%	-2%	-17%
-6%	4%	-4%	2	CSc1nncn1/N=C/c1ccccc1F	4%	35%[activator]	1%	-2%	-13%
-3%	6%	3%	-2	CCOc1ccccc1NC(=O)c1ccc(NC(=O)c2ccco2)cc1	24%	-3%	7%	-10%	-4%
11%[57.1 µM]	3%	5%	-1	O=C(N/N=C/c1ccc(Cl)cc1)c1n[nH]c2c1CCCC2	7%	10%	34%[57.1 µM]	13%	-13%
?	8%	-2%	1	COc1ccccc1/C=C/C=N/NC(=O)c1ccco1	1%	35%	?	-10%	-8%
196%[activator]	-5%	1%	-1	Cc1cccc(-n2c3nc(=O)n(C)c(=O)c-3cc3c(C)nn(-c4ccccc4)c32)c1C	5%	46%[activator]	4%	10%	-16%
92%[activator]	0%	32%[activator]	-2	Cc1nn(-c2ccccc2)c2nc(N)c(C#N)c(-c3ccc(F)cc3)c12	-2%	46%[activator]	37%[activator]	-3%	-14%
4%[57.1 µM]	5%	0%	-9	CCOc1cc(C2C3=C(CCCC3=O)NC3=C2C(=O)CCC3)ccc1OCCO	5%	9%	1%[57.1 µM]	-3%	3%
-1%	-11%	-3%	3	O=C(c1cc(-c2ccc(Cl)cc2)on1)N1CCN(c2ccccc2)CC1	2%	8%	5%	5%	-11%
-11%	2%	0%	2	CCC1(C)Cc2ccccc2C(=O)N1 (centres undefined)	-1%	34%	-2%	-3%	-9%
-1%	4%	15%	1	CCCn1c(=NC(=O)CCS(=O)(=O)c2ccccc2)sc2cc(S(N)(=O)=O)ccc21	0%	37%	-6%	i	-14%
2%	-1%	-5%	5	COc1cc(CC(=O)O)c([N+](=O)[O-])cc1OC	-7%	20%	5%	4%	-2%
3%	-2%	-3%	-2	O=C(NC1CC1)c1cccc(S(=O)(=O)Nc2ccccc2F)c1	15%	23%	12%	9%	-9%
-2%	-4%	-2%	3	CCNC(=O)C1CC(=O)N(c2ccc(OCC)cc2)C1 (centres undefined)	-1%	34%	11%	2%	-15%
-6%	4%	1%	9	COc1cccc2cc(C(C)N(CCCN3CCOCC3)C(=S)Nc3cc(C)ccc3C)oc12 (centres undefined)	17%	20%	4%	-10%	-11%
13%	9%	4%	-8	O=C(Cc1ccc(Cl)cc1Cl)NC1CCCCCC1	0%	-5%	35%	i	-10%
-8%	8%	3%	2	CCCCCOC(=O)NCC(O)c1ccccc1 (centres undefined)	17%	20%	-4%	3%	-13%
-12%	5%	-4%	3	COc1cccc(CC(=O)OCC(=O)NC(Cc2ccccc2)C(C)=O)c1 (centres undefined)	-3%	46%[activator]	-11%	0%	-9%
-5%	6%	-1%	-6	O=C(CN1C(=O)NC2(CCc3ccccc32)C1=O)Nc1ccc(N2CCOCC2)cc1 (centres undefined)	26%	0%	-3%	-10%	-9%
3%	3%	-6%	-7	COc1cc2c(cc1CNC[C@H]1O[C@@H](n3cnc4c(N)ncnc43)[C@H](O)[C@@H]1O)OCO2	2%	27%	-20%	5%	-6%
1%	4%	3%	-3	Cc1nc(NC(=O)C2CCCCC2)sc1C	-1%	12%	2%	5%	4%
2%	3%	1%	4	CS(=O)(=O)N(CC(=O)NCc1ccccc1)c1ccc(Cl)cc1	2%	34%[activator]	38%[activator]	i	-15%
7%	5%	2%	4	CCCC(=O)Nc1nnc(SCC(=O)NCc2cccs2)s1	11%	19%	11%	-6%	-13%
18%	6%	17%	-3	COc1ccc2sc(-c3ccc(S(C)(=O)=O)cc3)c(C#CCO)c2c1	0%	46%[activator]	?	3%	0%
4%	-5%	-6%	-4	CC(=O)c1ccc(N(CC(=O)NC2CCCCC2)C(=O)c2csnn2)cc1	-2%	20%	8%	-5%	-5%
290%[activator]	6%	17%	1	COc1ccc2cc(C(=O)C3CCCN(C(=O)CCc4ccccn4)C3)ccc2c1 (centres undefined)	0%	24%[57 µM]	-14%	-1%	-19%
